High-throughput results as filed in PubChem.
PI5P4K alpha inh – blocks human PI5P4K alpha kinase activity | PI5P4Kalpha enzyme, ADP-Glo luminescence, 60 min; active compounds read low | max response, % | hit rate 1.2% among 330,000; active means max response of -50% or lower; inconclusive means between -30% and -50%; inactive means -30% or higher; further: value at the top dose of about 77 µM; on the % scale 0 is the no-effect control and ±100 the full control effect
Target sequence (P48426 whole entry, looked up): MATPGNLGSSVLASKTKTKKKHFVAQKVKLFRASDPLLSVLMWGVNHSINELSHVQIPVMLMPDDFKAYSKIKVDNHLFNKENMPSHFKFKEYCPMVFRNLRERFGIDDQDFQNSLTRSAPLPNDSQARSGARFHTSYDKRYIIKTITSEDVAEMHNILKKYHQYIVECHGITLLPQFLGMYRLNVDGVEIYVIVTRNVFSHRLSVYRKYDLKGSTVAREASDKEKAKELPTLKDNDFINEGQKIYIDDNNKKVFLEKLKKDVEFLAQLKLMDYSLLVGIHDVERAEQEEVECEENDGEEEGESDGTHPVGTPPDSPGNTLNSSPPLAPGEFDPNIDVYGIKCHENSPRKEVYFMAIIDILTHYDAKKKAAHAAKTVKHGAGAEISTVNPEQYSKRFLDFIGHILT
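Controls without substrate or without enzyme flank wells where PI5P4Kalpha converts substrate using 5 microM ATP (final). Incubation lasts 60 minutes at room temperature; ADP formed is read by ADP-Glo luminescence.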
EPAC1 ag – activates human EPAC1 exchange factor; Potency, µM (series often up to 154 µM), for inactives: top-dose activation, actives largely listed as activators; AID 720707; O95398; hit rate 0.073% among 360,000; EPAC1 agonist qHTS, biochemical assay; response scale: 100% = response to 6.5 mM cAMP; further: potency means the concentration at half of the fitted maximal effect; nearly all actives have a fitted effect of over 60% in size
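Normalized to 6.5 mM cAMP, activity reflects EPAC1-catalysed release of BODIPY-GDP from Rap1B, followed kinetically over 30 min at 480 nm excitation, 540 nm emission. Reaction contained 100 nM EPAC1, 250 nM Rap1B-BODIPY-GDP, 50 uM GDP.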
IL-2 act – activates IL-2 in a cell-based reporter assay; hit rate 0.065% among 360,000; activation, % (series mostly up to about 46 µM); AID 652025; IL-2 activation reporter assay, cell-based qHTS; stimulated with anti-CD3/CD4/CD28 beads; in transgenic mouse T cells; in the data active means activation above about 50%; inconclusive means mostly about 30% to 49%; further: 0% is about no effect
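Unstimulated transgenic mouse T cells, 750 per well, received compound and, after 60 minutes, anti-CD3/anti-CD4 bead plus anti-CD28 stimulation. EGFP and DsRed were quantified after 18 hours.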
PLK1 PBD block – blocks phosphopeptide binding to human PLK1 polo-box domain. P53350. Plk1 PBD binding of FITC phosphopeptide, fluorescence polarization. Potency, µM, without a hit: max response, negative = inhibition, actives largely listed as inhibitors. hit rate 2.8% among 360,000; further: potency means the concentration at half of the fitted maximal effect; series mostly up to about 57 µM; on the % scale 0 is the no-effect control and ±100 the full control effect; nearly all actives have a fitted effect of over 65% in size
Target sequence (P53350 whole entry, looked up, the tested form may be a part): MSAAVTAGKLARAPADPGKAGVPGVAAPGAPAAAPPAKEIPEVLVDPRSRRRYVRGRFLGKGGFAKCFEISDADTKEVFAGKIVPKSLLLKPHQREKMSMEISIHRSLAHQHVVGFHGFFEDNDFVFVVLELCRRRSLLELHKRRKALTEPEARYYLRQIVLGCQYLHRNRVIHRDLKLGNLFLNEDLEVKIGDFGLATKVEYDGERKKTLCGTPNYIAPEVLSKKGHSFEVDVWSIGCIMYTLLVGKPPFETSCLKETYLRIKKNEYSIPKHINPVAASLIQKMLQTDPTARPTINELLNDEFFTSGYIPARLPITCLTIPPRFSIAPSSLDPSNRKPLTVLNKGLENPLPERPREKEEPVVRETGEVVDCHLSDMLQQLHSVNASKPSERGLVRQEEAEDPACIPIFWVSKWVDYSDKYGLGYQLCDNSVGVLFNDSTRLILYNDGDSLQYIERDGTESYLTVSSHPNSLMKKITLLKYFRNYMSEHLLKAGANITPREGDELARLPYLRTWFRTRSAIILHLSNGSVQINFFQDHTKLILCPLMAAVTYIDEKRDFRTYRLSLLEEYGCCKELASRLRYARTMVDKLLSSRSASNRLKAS
CCT modulator – modulators of cytosolic chaperonin (CCT/TRiC) activity. purified chaperonin ATPase assay, HTRF ADP detection, 30 min. activity change, % (concentration not given with the values), hits read low. hit rate 0.3% among 360,000. AID 651819; in the data active means activity change below about -30%; further: on the % scale 0 is the no-effect control and ±100 the full control effect
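Nucleotide hydrolysis assay: TRiC at 20–40 nM final (set by batch activity) with 10 uM ATP, 30 min at 37 °C, in presence of 76 uM compound. Detection by competitive ADP HTRF, 30 min ambient.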
EPAC1 antagonist – antagonists of human EPAC1; EPAC1 GEF assay, Rap1b-BODIPY-GDP exchange fluorescence; Potency, µM (highest dose often 115 µM), without a hit: top-dose activity change, negative = inhibition, most hits filed as inhibitors; hit rate 0.14% among 360,000;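 further: potency means the concentration at half of the fitted maximal effect; plate controls were vehicle for no effect and positive control for full effect; nearly all actives have a fitted effect of over 50% in size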
WRN inhibitor – WRN helicase (human) inhibition. Q14191. Potency, µM (doses to about 114 µM), inactives show top-dose activity change, negative = inhibition, usual class: inhibitors. hit rate 0.46% among 360,000. WRN helicase unwinding, fluorescent forked duplex, kinetic; further: potency means the concentration at half of the fitted maximal effect; on the % scale 0 is the no-effect control and ±100 the full control effect; nearly all actives have a fitted effect of over 55% in size
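Enzyme (20 nM final) and test compound sit together 15 min at room temperature before substrate addition. Substrate is a single-forked duplex oligonucleotide (100 nM) labelled with fluorophore and quencher, with 2 mM ATP; helicase unwinding raises red fluorescence, read kinetically.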
EPAC2 ag – agonists of human EPAC2 (RAPGEF4). Q8WZA2. EPAC2 activation, biochemical qHTS; response scale: 100% = 6.5 mM cAMP response. Potency, µM (top dose mostly 154 µM), for the others: top-dose activation, usual class: activators. hit rate 0.079% among 360,000; further: potency means the concentration at half of the fitted maximal effect; nearly all actives have a fitted effect of over 50% in size
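Guanine nucleotide exchange by EPAC2 is measured as reduced fluorescence of BODIPY-GDP once it is released from 250 nM Rap1B. Plates are read kinetically for 30 min at room temperature; results are scaled to 6.5 mM cAMP.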
An asterisk follows results filed as active; ? = inconclusive; · = no result given; [ ] = remark or other dose. Unless noted, the call rests on the fitted dose curve; in most records, active means well fitted curve in the direction sought with a large enough effect; inconclusive means small, poorly fitted or top-dose-only effect, or another doubt; inactive means no such curve, though single readings can be large; an effect the other way counts as inactive or inconclusive.

SMILES | PI5P4K alpha inh | EPAC1 ag | IL-2 act | PLK1 PBD block | CCT modulator | EPAC1 antagonist | WRN inhibitor | EPAC2 ag
CC(C)CN(C(=O)CCC1CCCCC1)c1c(N)n(CC(C)C)c(=O)[nH]c1=O | -2.2 | -6.6% | 0.5 | 1.1% | -0.6 | 7.3% | -2.0% | -12.0%
CCOC(=O)C1=C(C)NC(=O)NC1c1ccc(N(C)C)cc1 (stereo not drawn) | -1.3 | 9.4% | 0.4 | -8.9% | -1.5 | -13.1% | -0.4% | 8.1%
COc1ccc(C(=O)CCc2ccc(OC)c(OC)c2)cc1 | 0.9 | 1.7% | -0.3 | -6.8% | -0.4 | -14.9% | -6.4% | 14.1%
O=c1[nH]c2ccc(Cl)cc2c(-c2ccccc2)c1SC(=S)N1CCCCC1 | ? | 16.4% | -0.8 | 11.9µM* | -2.0 | -27.8% | -29.8% | -7.1%
FC(F)(F)c1ccnc(Oc2ccc(C3=NCCS3)cc2)c1 | 3.8 | -6.6% | 0.6 | -1.1% | 1.2 | 15.6% | 6.4% | 2.5%
COc1ccc(NC(=O)c2nc3nccc(C)n3n2)cc1S(=O)(=O)N1CCOCC1 | 1.3 | 6.0% | 2.3 | -1.3% | -0.3 | 8.6% | -14.6% | -4.5%
CCOC(=O)Nc1cc(=O)c2ccccc2o1 | · | -6.1% | -1.5 | -7.9% | 1.1 | 5.2% | -1.1% | 0.4%
O=C(Nc1ncccc1O)C1CCN(S(=O)(=O)c2ccc3ccccc3c2)CC1 | -5.2 | 6.5% | -2.7 | -13.2% | 3.9 | 4.9% | -14.5% | -5.8%
Cc1ccc(NC(=O)C2C3CCCC2C3c2ccccc2)c(C)c1 (stereo not drawn) | 14.8 | -1.8% | -0.2 | -4.7% | 1.2 | 7.4% | -4.1% | -1.6%
COC(=O)Cn1ncn2cccc2c1=O | -2.8 | -6.0% | -1.3 | 1.3% | -1.0 | 3.4% | 1.1% | 5.9%
Cc1ccc(S(=O)(=O)Oc2ccc(C(c3c(C)[nH][nH]c3=O)c3c(C)[nH][nH]c3=O)cc2)cc1 | · | 10.3% | -1.5 | ? | -3.1 | -3.6% | -9.9% | -1.9%
CCc1cc2c(=O)n(-c3ccccc3)c(SCC(N)=O)nc2s1 | -3.1 | 16.0% | -0.3 | -15.8% | -5.9 | 2.9% | -2.5% | 12.8%
COc1ccc(S(=O)(=O)Nc2ccc3c(c2)[C@H]2C[C@H](CC(=O)NCC4CC4)O[C@@H](CO)[C@H]2O3)cc1 | 1.2 | 7.9% | 1.8 | -9.0% | -1.3 | 4.0% | -4.4% | 17.9%
COCCNc1cc(-c2ccccc2)nc2cc(-c3cccc(F)c3)nn12 | 24.2 | 17.0% | -0.7 | -0.4% | -5.9 | ? | -6.5% | 5.8%
Cc1cc2nc(C3CCCCC3)c(Cc3cccc(F)c3)n2c(C)c1Br | -7.6 | -12.4% | 1.1 | -1.8% | -2.9 | 12.0% | -4.5% | 15.5%
CC(C)N(Cc1c(O)ccc2c(=O)c(-c3ccc(Cl)cc3)coc12)C(C)C | -4.6 | 3.6% | 0.0 | -10.5% | -1.1 | -11.8% | -5.2% | 0.3%
CC(C)OP(=O)(c1ccc(N(C)C)cc1)C(Nc1ccccc1)c1ccccc1 (stereo not drawn) | 4.1 | 5.5% | -3.4 | -3.8% | -9.1 | 5.7% | 1.8% | 9.0%
CCOc1ccc(NC(=O)c2ccc3c(SCC(=O)O)c4c(nc3c2)CCCC4)cc1 | -9.5 | -3.0% | 1.5 | -0.4% | -2.3 | 0.0% | -10.5% | -0.3%
CCn1c(C(=O)NCCCN2CCc3ccccc3C2)cc2sccc21 | · | 0.1% | -0.9 | -8.2% | 2.4 | 10.5% | -18.6% | 5.6%
c1ccc(Cn2nnc(CNc3ccccc3)c2-c2c(CNc3ccccc3)nnn2Cc2ccccc2)cc1 | -2.4 | -17.6% | 1.7 | -3.8% | 0.3 | -8.5% | -5.3% | 0.4%
CC(C)(CCc1ccccn1)C(=O)C(CCc1ccccn1)CCc1ccccn1 | 7.0 | 3.3% | -0.4 | 3.1% | -1.7 | 0.5% | -11.2% | 2.7%
O=C(Cn1cnc2c(nnn2Cc2ccccc2F)c1=O)NCC1CCCO1 (stereo not drawn) | 1.6 | 3.8% | 0.6 | 4.0% | 0.6 | -9.1% | -5.8% | 8.5%
CCCCn1c(=O)[nH]c(=O)c2c1nc(-c1ccc(-c3ccc(F)cc3)o1)n2C | 2.5 | 0.0% | -1.0 | -5.1% | 3.0 | -3.6% | -2.0% | -10.6%
COc1ccc(CNCCS(=O)(=O)NC2CCCC2)cc1 | -10.3 | -17.1% | 0.2 | ? | -4.4 | -20.1% | 7.4% | 2.6%
C=CCNC(=O)C1CC1(c1ccc(C)cc1)c1ccc(C)cc1 (stereo not drawn) | -2.4 | 1.6% | -0.2 | -0.3% | -1.9 | -5.1% | 4.0% | 9.4%

2 entries from above, tab-delimited.
mol	PI5P4K alpha inh	EPAC1 ag	IL-2 act	PLK1 PBD block	CCT modulator	EPAC1 antagonist	WRN inhibitor	EPAC2 ag
COC(=O)Cn1ncn2cccc2c1=O	-2.8	-6.0%	-1.3	1.3%	-1.0	3.4%	1.1%	5.9%
Cc1ccc(S(=O)(=O)Oc2ccc(C(c3c(C)[nH][nH]c3=O)c3c(C)[nH][nH]c3=O)cc2)cc1	·	10.3%	-1.5	?	-3.1	-3.6%	-9.9%	-1.9%

(continued)
SMILES | PI5P4K alpha inh | EPAC1 ag | IL-2 act | PLK1 PBD block | CCT modulator | EPAC1 antagonist | WRN inhibitor | EPAC2 ag
CCN(CC(=O)NC1CCS(=O)(=O)C1)S(=O)(=O)c1ccccc1Cl (stereo not drawn) | 1.8 | 14.8% | -0.4 | ? | -0.4 | -1.4% | 3.4% | 5.6%
O=C(NC1CCCC1)C1CCN(C(=O)c2ccccc2Cl)CC1 | 6.3 | 7.9% | -0.6 | -3.5% | 1.0 | -15.0% | -20.1% | 2.7%
O=C(O)CCCCCn1c(SCC(=O)Nc2ccc(F)cc2)nc2ccsc2c1=O | -4.8 | -1.6% | 1.3 | -2.1% | -1.3 | 2.9% | -14.5% | 5.9%
COc1ccccc1CNC(=O)C1CCN(S(=O)(=O)c2ccc3nc4c(c(C(=O)O)c3c2)CCCC4)CC1 | -4.9 | 9.0% | 1.3 | -15.1% | 0.5 | 18.3% | -18.0%[11.6 µM] | 5.1%
COC(=O)[C@H]1C[C@H](O)CN1S(=O)(=O)c1ccc(Br)cc1F | 2.6 | 1.7% | 0.3 | -10.6% | 1.2 | -12.4% | 3.9% | -2.3%
O=c1c2cc(Br)ccc2[nH]c(=S)n1Cc1ccccn1 | -6.2 | -5.9% | -5.3 | ? | -0.4 | -2.4% | 5.4% | -2.9%
COCOc1ccc(/C=C/C(=O)c2c(OCOC)cc(OCOC)c(CC=C(C)C)c2O)cc1OCOC | -4.1 | -17.7% | -0.6 | 1.5% | 1.4 | ? | 4.3% | -5.1%
O=C(c1ccccc1C(=O)N1CCN(c2ccccc2)CC1)N1CCN(c2ccccc2)CC1 | 2.7 | 8.5% | -0.4 | -3.3% | 0.9 | 12.6% | -14.5% | 9.0%
CCC(C)N(C)C1CCN(C(=S)Nc2cccc(OC)c2)CC1 (stereo not drawn) | 1.1 | -11.4% | -1.4 | 1.2% | 0.9 | -9.1% | 2.0% | 0.2%
O=C(C[n+]1cccc(NC(=O)c2ccccc2)c1)c1ccc(NC(=O)c2ccccc2)cc1 | -13.4 | -13.7% | 1.5 | -4.1% | 2.5 | 17.1% | 18.6% | 0.0%[15.6 µM]
Cc1ccc(C(=O)Nc2cccnc2)cc1S(=O)(=O)N1CCCC1 | -12.1 | -4.1% | 2.9 | 2.5% | 2.2 | 10.4% | -12.9% | -0.3%
CCC[n+]1c2ccccc2cc2ccccc21 | -19.5 | 22.0% | -0.5 | 1.06µM* | 2.8 | -0.1% | ? | 15.6%
Cc1ccc(S(=O)(=O)NCc2ccccc2Br)cc1 | -0.3 | 2.9% | -0.1 | -2.5% | · | -12.8% | 0.2% | 9.2%
COC(=O)c1ccc(COC(=O)c2ccc(CS(=O)(=O)c3ccc(C)cc3)cc2)cc1 | 5.1 | -1.6% | 0.0 | -5.3% | -2.2 | 2.8% | -7.8% | 3.4%
CC(C)C[C@@H](CO)N1CCN(Cc2ccc([N+](=O)[O-])cc2)CCC1=O | -2.8 | -1.6% | 1.2 | -7.6% | -3.3 | -5.6% | -6.8% | 5.6%
COc1ccc(C2(c3ccc(OC)cc3)NC(=O)N(CC(=O)NC(C)C)C2=O)cc1 | 0.2 | 10.7% | 0.1 | -8.4% | -2.3 | -7.3% | 8.5%[57.1 µM] | 10.9%
CCOC(=O)Cn1ccc(-c2ccccc2)c(C#N)c1=O | 0.1 | -9.9% | -0.7 | 2.5% | -0.3 | 8.1% | -7.4% | -1.5%
Cc1ccc(NCc2nc3ccccc3n2C)cc1 | 5.7 | 4.7% | -0.3 | -3.1% | -1.0 | 7.7% | 0.2%[57.1 µM] | -5.8%
Cc1cc(C(=O)OCC(=O)c2ccc3c(c2)NC(=O)CO3)c2ccccc2n1 | · | 1.7% | -3.2 | -6.0% | -2.9 | 7.4% | -4.7% | -1.6%
C/C(=N\NC(=S)NC1CCCCC1)c1ccc(Cl)c(Cl)c1 | 23.2 | -6.4% | -3.3 | 0.1% | 0.7 | -7.9% | -1.8% | 8.5%
COCCC(=O)N1CCC(Oc2ccc(C(=O)N3CCCC(COC)C3)cc2)CC1 (stereo not drawn) | 0.6 | 20.2% | 0.7 | 1.4% | -2.1 | -21.5% | -9.1% | -0.3%
CCSc1ccccc1C(=O)Nc1ccc(S(=O)(=O)NC(C)=O)cc1 | -11.6 | 1.0% | -0.5 | -23.7% | -0.3 | -18.9% | -17.9% | 4.8%
Cc1ccc2c(c1)NC(=O)C(CC(=O)O)O2 (stereo not drawn) | -3.7 | 5.1% | -2.9 | -5.2% | 0.7 | -4.6% | 1.1% | 7.1%
CCOc1ccc(/C=N/NC(=O)Cc2csc(Nc3cccc(C(F)(F)F)c3)n2)cc1 | -10.1 | -4.0% | 1.7 | 0.6% | -1.9 | -16.9% | -7.0% | -2.5%
CCCC(=O)Nc1nc(C)c(C(C)=O)s1 | -4.7 | -3.5% | -2.3 | 0.1% | -0.7 | 11.4% | 9.0% | -4.4%
CC(=O)Nc1ccc(C(=O)OCC(=O)Nc2ccc([N+](=O)[O-])cc2C(F)(F)F)cc1 | -2.9 | -19.8% | -0.5 | 4.4% | -2.4 | -7.5% | 4.3% | -1.1%

These rows are one share of the data, so the mix of outcomes need not match the whole.
